AddAB inh: less growth of phage-infected E. coli with AddAB; E. coli expressing H. pylori AddAB, absorbance growth; inhibition, % at 11.9 µM; 0.29% of 330,000 active; AID 435030; in the data active means inhibition above about 12%;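 further: 0% = vehicle wells of infected cells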
CAL PDZ FP-1: human CAL PDZ-peptide interaction inhibition; 0.02% of 330,000 active; purified CAL PDZ, TMR-peptide fluorescence polarization, 1 h; inhibition, % at 20 µM; AID 504414;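 active means highest replicate inhibition of at least 40%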;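 further: plate controls were DMSO neutral control wells for no effect and unlabeled competitor peptide control wells for full effect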
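Control set: unlabelled peptide and DMSO controls / Material: purified CerCALP PDZ construct / Timing: 1 h incubation at room temperature before polarization reading / Doses: 20 µM, one dose / Detection: fluorescence polarization (mP)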
Wnt act: activates Wnt/beta-catenin signaling in a reporter cell assay. activation, % at 9.35 µM. 1.2% of 300,000 active. AID 743398. activator, plate reader; in the data active means activation above about 30%, passing the limit was not always enough; inconclusive means no clear call, values can overlap the other calls;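 further: 0% = neutral control wells and 100% = positive control wells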
Tat export inh: blocks Tat-dependent protein export in E. coli. E. coli MC4100 TorA-mCherry Tat export, fluorescence. inhibition, % at 10 µM. 0.036% of 340,000 active;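 active means mean replicate inhibition at least 50% and at least half of replicates individually reaching 50%; inconclusive means only one of the two criteria met; inactive means neither criterion met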;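 further: exported cargo escapes ClpAP degradation while cytoplasmic cargo is degraded and loses fluorescence; 0% = median of neutral control wells and 100% = median of NaSCN control wells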
MITF TRPM1 HTS: activators of MITF-driven TRPM1 promoter activity in SK-MEL-5 cells; SK-MEL-5 TRPM1-promoter luciferase, 24 h; % of positive control, neutral wells = 0; activation, % at 12.5 µM; 0.75% of 300,000 active; AID 588334;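 active means mean activation of at least 80% with every replicate also reaching 80%; inconclusive means mean reaches 80% but some replicate falls short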;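 further: 0% = neutral control wells and 100% = parthenolide positive control wells; values of inactives mirror those of a sister screen read the other way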
Ecoli viability: bacterial growth inhibition, counter-screen for AddAB inhibitors. 0.27% of 330,000 active. inhibition, % at 11.9 µM. E. coli V3065 growth, OD600 absorbance, 18 h;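 active means inhibition above the campaign's mean inhibition across all tested compounds plus 3 SD, cut at about 9.9% in these data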;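 further: uninfected addAB+ strain grown without phage in ampicillin broth; 0% = DMSO wells and 100% = ciprofloxacin 0.95 µg/ml wells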
phage Ecoli inh: E. coli growth loss with phage present | 0.26% of 360,000 active | inhibition, % at 11.9 µM | growth absorbance; in the data active means inhibition above about 11%
SR-BI DiI-HDL act: enhances SR-BI lipid uptake from DiI-HDL; 0.096% of 320,000 active; CHO ldlA[mSR-BI] cells, DiI-HDL uptake fluorescence, 3 h; 100 = double the neutral-control signal; activation, % at 12.5 µM;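 active means mean replicate activation of at least 60% and every replicate at or above 60%; inconclusive means mean or all-replicate condition met, but not both; inactive means mean below 60% and not all replicates reaching 60%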;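 further: 0% = median plate neutral-control signal and 100% = twice that signal; values of inactives mirror those of a sister screen read the other way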
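System: CHO ldlA[mSR-BI] cells / Medium: HEPES-buffered (25 mM, pH 7.4) F12 plus 0.5% BSA / Probe or stimulus: labelled HDL, 10 µg/mL / Doses: single compound concentration, delivered by pin transfer / Schedule: 3 h, 37 °C / Measured by: DiI fluorescence, bottom read / Measure: cell-associated DiI fluorescence as measure of HDL uptake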
CAL PDZ FP-2: inhibitors of human CAL PDZ peptide binding; Q9HD26; purified CAL PDZ, TMR-peptide fluorescence polarization, 1 h; inhibition, % at 24.9 µM; 0.92% of 300,000 active; AID 602252;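 active means mean inhibition of at least 30% with at least half of replicates also reaching 30%; inconclusive means no clear call, values can overlap the other calls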;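 further: 0% = DMSO neutral control and 100% = excess unlabeled competitor peptide PRC23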
SR-BI HDL uptake: mouse SR-BI HDL lipid transfer inhibition; ldlA[mSR-BI] CHO cells, DiI-HDL uptake fluorescence, 3 h; inhibition, % at 12.5 µM; 0.96% of 320,000 active; AID 488896;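 active means mean replicate inhibition of at least 70% and a set share of replicates each scoring 70 or more; inconclusive means meets just one of the two criteria; inactive means fails both criteria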;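 further: 0% = median of neutral control wells and 100% = median of positive control wells; values of inactives mirror those of a sister screen read the other way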
Target sequence (Q61009 whole entry, looked up): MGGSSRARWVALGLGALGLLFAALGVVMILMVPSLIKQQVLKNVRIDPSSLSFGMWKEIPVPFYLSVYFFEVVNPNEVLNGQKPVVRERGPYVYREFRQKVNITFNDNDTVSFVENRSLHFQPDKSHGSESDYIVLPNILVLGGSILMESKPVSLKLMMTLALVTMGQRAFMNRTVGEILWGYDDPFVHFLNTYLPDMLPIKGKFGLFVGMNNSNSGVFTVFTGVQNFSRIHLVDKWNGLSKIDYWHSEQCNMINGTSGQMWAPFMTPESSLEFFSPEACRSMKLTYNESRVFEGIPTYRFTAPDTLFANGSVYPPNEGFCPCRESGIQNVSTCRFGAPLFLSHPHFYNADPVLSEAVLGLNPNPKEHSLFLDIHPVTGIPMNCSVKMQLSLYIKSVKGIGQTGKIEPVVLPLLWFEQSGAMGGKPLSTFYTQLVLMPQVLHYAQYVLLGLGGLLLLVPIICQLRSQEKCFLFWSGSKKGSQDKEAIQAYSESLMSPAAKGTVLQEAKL
* marks the source's active call; other numbers are inactive results; ? = inconclusive; / = not tested or not shown. Rows were taken by chance, and some 3.6% of all compounds hit somewhere here.

Every second line gives: AddAB inh	CAL PDZ FP-1	Wnt act	Tat export inh	MITF TRPM1 HTS	Ecoli viability	phage Ecoli inh	SR-BI DiI-HDL act	CAL PDZ FP-2	SR-BI HDL uptake
#1 CCOC(=O)c1ccc(NC(=O)CN2C(=O)C(=O)N(CC(C)C)C2=O)cc1
 : -2.3	-1.0	-0.5	-5.4	/	-3.1	2.3	9.9	0.3	-9.9
#2 O=C(NC1CCCc2ccccc21)c1ccc(S(=O)(=O)N2CCOCC2)cc1 (centres undefined)
 : 0.8	-3.2	-1.4	6.3	-3.4	-0.3	3.4	-17.6	-7.0	17.6
#3 O=C(NC(=S)N(CC1CCC1)CC1CCCO1)c1cccc([N+](=O)[O-])c1 (centres undefined)
 : -0.7	0.4	-3.5	1.2	2.4	0.0	-0.3	/	2.4	/
#4 Cc1c(NC(=O)c2cccnc2Cl)c(=O)n(-c2ccccc2)n1C
 : 0.5	0.0	/	6.5	6.8	-0.8	/	1.7	/	-1.7
#5 CCOc1ccccc1NC(=O)/C=C/C(N)=O
 : 1.9	-0.3	-7.5	-5.0	15.3	-2.3	3.9	20.0	2.5	-20.0
#6 COc1cccc(-c2nc3ccc(C(=O)NC(C)Cc4cccnc4)cc3o2)c1 (centres undefined)
 : 2.2	-0.1	23.3	7.3	39.6	0.7	-3.3	-18.3	-6.9	18.3
#7 Cc1cccc(CN2CCN(Cc3cccc4nonc34)CC2CCO)n1 (centres undefined)
 : 0.6	0.3	-8.1	-4.6	5.6	0.3	4.1	7.1	0.2	-7.1
#8 O=C(Nc1ccccc1C(=O)O)c1ccc2c(c1)C(=O)N(c1cccc([N+](=O)[O-])c1)C2=O
 : 3.8	/	-0.7	0.3	4.1	0.7	0.9	-5.8	-8.1	5.8
#9 COC(=O)c1ccc(OCCOCCOc2cccc3ccc(C)nc23)cc1
 : 1.2	-1.1	/	0.6	-14.5	-0.2	4.9	-14.9	-2.2	14.9
#10 Clc1ccc(-c2nnc(-c3ccccc3)o2)c(Cl)c1
 : 3.5	-2.1	38.8*	-9.6	/	0.4	1.2	12.4	1.9	-12.4
#11 CCCCC(=O)N(c1ccc(OCC)cc1)C1C=CS(=O)(=O)C1 (centres undefined)
 : -1.3	-0.6	/	0.2	12.0	-2.1	0.6	4.0	-3.1	-4.0
#12 CCOc1ccc(Cl)cc1CNCCNCCO
 : -0.5	-2.4	/	15.3	-5.9	-2.6	-2.0	17.8	-2.2	-17.8
#13 Cc1nnc(SCC2=C(C(=O)O)N3C(=O)C(NC(=O)Cc4ccccc4)C3SC2)s1 (centres undefined)
 : 1.9	-5.6	1.3	8.2	-4.5	-0.9	2.4	1.5	-1.3	-1.5
#14 Cc1cc(=O)oc(C)c1C(=O)OCC(=O)c1ccccc1
 : -1.6	-1.1	1.5	4.2	23.2	0.9	3.4	7.8	-1.9	-7.8
#15 O=C(Nc1ccccc1C(=O)O)c1cc(S(=O)(=O)NCc2ccccc2)ccc1Cl
 : 2.9	-0.9	2.9	0.5	-22.0	-1.4	0.4	11.5	-7.3	-11.5
#16 O=[N+]([O-])c1ccc(NC2CCCCC2)nc1
 : /	-0.2	-1.6	4.6	6.4	/	1.8	?	-4.0	-306.8
#17 COCCOC(=O)C1=C(C)NC(=O)NC1c1cccc(F)c1 (centres undefined)
 : 0.7	-0.8	-1.2	-8.5	/	-1.3	4.3	23.1	-8.2	-23.1
#18 CC(=O)Nc1ccccc1NC(=O)c1ccccc1
 : 2.3	-1.1	-6.0	1.0	4.7	-1.6	2.2	43.9	-1.6	-43.9
#19 CSc1ncccc1C(=O)Nc1nc2ccc(Oc3ccccc3)cc2s1
 : 5.2	-2.5	24.0	5.4	61.7	1.5	2.5	-11.6	-9.8	11.6
#20 COc1cccc(OCCCCN2CCCCC2)c1
 : 3.7	/	/	-5.7	-4.8	2.4	1.7	7.6	-1.6	-7.6
#21 Cc1ccc(C)c(NC(=S)NCC(c2cccnc2)N2CCOCC2)c1 (centres undefined)
 : 1.5	-2.3	-7.9	-4.5	1.3	0.0	1.9	2.7	-0.8	-2.7
#22 COc1ccc(Nc2nc(N)c([N+](=O)[O-])c(NCc3ccccc3)n2)cc1
 : -1.5	0.5	-2.8	17.4	/	0.0	3.3	-9.2	-4.4	9.2
#23 CNc1ccccc(-c2ccc3ccccc3n2)c1=O
 : 3.2	-0.2	24.5	5.7	43.5	-0.9	0.9	20.4	-3.3	-20.4
#24 O=C(/C=C/c1cccc([N+](=O)[O-])c1)NCCN1CCOCC1
 : 1.9	-2.3	2.0	1.6	-0.5	0.2	0.3	?	-1.1	-110.9
#25 Cc1nn(CC(=O)Nc2cccc(S(N)(=O)=O)c2)c(C)c1[N+](=O)[O-]
 : 5.2	-0.2	/	-8.0	-6.8	0.5	3.0	3.2	-0.3	-3.2
#26 O=S(=O)(c1ccccc1)c1cccc(S(=O)(=O)N2CCCCC2)c1
 : 0.7	/	2.5	-6.4	/	-1.8	1.7	-4.8	-7.5	4.8
#27 O=C(NNC(=O)C1CCN(S(=O)(=O)c2ccc(Cl)cc2)CC1)c1ccccc1O
 : 12.5*	0.0	-2.4	-1.8	-21.8	7.3	12.2*	-37.5	-2.0	37.5
#28 COCc1cc(CNC(=O)C2CCC(=O)N(Cc3ccccc3OC)C2)[nH]n1 (centres undefined)
 : 5.9	0.3	-1.4	?	-7.5	1.6	0.6	3.8	-0.3	-3.8
#29 Cc1ccc(-c2nnc(SCC(=O)Nc3ccccc3F)o2)cc1
 : 3.2	-0.9	-11.4	0.2	-75.8	2.4	2.1	6.2	/	-6.2
#30 Cc1cc(C(=O)c2cccs2)c(N)s1
 : 0.8	-2.2	-0.1	3.5	-0.9	1.7	1.9	-2.1	-5.6	2.1

Some of the entries so far, field by field.
30	Cc1cc(C(=O)c2cccs2)c(N)s1
  AddAB inh: 0.8	CAL PDZ FP-1: -2.2	Wnt act: -0.1	Tat export inh: 3.5	MITF TRPM1 HTS: -0.9	Ecoli viability: 1.7	phage Ecoli inh: 1.9	SR-BI DiI-HDL act: -2.1	CAL PDZ FP-2: -5.6	SR-BI HDL uptake: 2.1

27	O=C(NNC(=O)C1CCN(S(=O)(=O)c2ccc(Cl)cc2)CC1)c1ccccc1O
  AddAB inh: 12.5*	CAL PDZ FP-1: 0.0	Wnt act: -2.4	Tat export inh: -1.8	MITF TRPM1 HTS: -21.8	Ecoli viability: 7.3	phage Ecoli inh: 12.2*	SR-BI DiI-HDL act: -37.5	CAL PDZ FP-2: -2.0	SR-BI HDL uptake: 37.5

Other compounds follow.
Every second line gives: AddAB inh	CAL PDZ FP-1	Wnt act	Tat export inh	MITF TRPM1 HTS	Ecoli viability	phage Ecoli inh	SR-BI DiI-HDL act	CAL PDZ FP-2	SR-BI HDL uptake
#31 Clc1ccc2c(N3CCCC3)ccnc2c1
 : 3.8	-2.1	-2.4	-1.2	14.9	-0.5	4.1	1.8	-0.6	-1.8
#32 CCc1ccc(N(C)S(=O)(=O)c2ccc3[nH]cc(C(=O)NCCN4CCOCC4)c(=O)c3c2)cc1
 : 0.1	-8.4	-3.8	7.2	5.3	0.0	0.4	13.8	-1.0	-13.8
#33 CCN(CC(=O)Nc1c(F)cccc1F)C(=O)Cc1ccsc1
 : 1.2	0.1	-0.8	-7.9	-1.9	0.9	1.5	14.3	-0.1	-14.3
#34 Cc1nc2c3cc(F)ccc3n(Cc3ccc(F)cc3)c2s1
 : 1.9	-1.5	-10.6	2.1	-24.6	1.1	5.3	-80.2	-1.2	80.2*
#35 CCOC(=O)CCc1c(C)nc(SCc2ccc(C(=O)O)cc2)c(C#N)c1C
 : -1.2	-0.5	0.1	-15.0	/	-0.1	2.0	-11.2	0.2	11.2
#36 CCOC(=O)CNC(=O)N(CCOC)CC1CCCN(C2Cc3ccccc3C2)C1 (centres undefined)
 : -2.0	0.2	0.5	-1.2	0.4	-2.3	2.2	11.7	1.4	-11.7
#37 O=C(CSCc1ccccc1Cl)Nc1c[nH]c(=O)[nH]c1=O
 : -1.2	0.2	4.3	0.2	13.7	-2.8	2.6	43.6	-3.7	-43.6
#38 O=c1c2cccnc2nc2n1CCCCC2
 : 0.6	-2.2	-0.2	-9.4	-12.8	1.2	2.5	8.8	5.8	-8.8
#39 Cc1noc(C)c1COC(=O)c1ccc(S(=O)(=O)NCc2ccco2)cc1
 : 2.1	-1.1	-2.0	2.9	/	-1.4	-0.1	36.9	-5.4	-36.9
#40 COc1ccc(C(=O)NC2CCN(CC(=O)Nc3cccc(C)c3)CC2)cc1OC
 : 1.9	-0.5	/	-0.1	1.2	-2.0	4.5	-80.1	0.4	80.1*
#41 Cc1cc(=O)[nH]c(Nc2cccc(C(F)(F)F)c2)n1
 : 2.8	-1.7	-1.3	-11.8	-2.0	3.1	4.9	12.0	-4.1	-12.0
#42 COC(=O)[C@]1(C)N[C@H](CN(C)S(=O)(=O)c2ccc(C)cc2)[C@@H]2C(=O)N(C)C(=O)[C@@H]21
 : 2.0	0.5	5.0	-2.1	0.7	-1.8	1.7	10.4	3.5	-10.4
#43 COc1ccc(N2C(=O)C3CCCN3C2c2ccccc2)cc1Cl (centres undefined)
 : 3.0	-0.3	-1.8	-0.2	/	2.6	1.9	9.0	2.0	-9.0
#44 COc1cccc(NC(=O)NC2CCN(Cc3nnnn3Cc3ccc(F)cc3)CC2)c1
 : -1.1	-1.5	/	-3.4	/	-1.3	0.8	5.8	0.2	-5.8
#45 CCCCCc1cc(=O)oc2c(C(CCN3CCCC(C)C3)c3cc(OC)c(OC)c(OC)c3)c(OC)cc(OC)c12 (centres undefined)
 : 1.8	-1.2	/	15.7	-71.6	-1.5	/	24.1	-1.8	-24.1
#46 O=C(NCc1cccnc1)C(=O)C1C(=O)Nc2ccccc21 (centres undefined)
 : 2.1	-0.6	-0.1	-4.5	-19.3	-0.6	1.8	/	2.0	/
#47 CC(/C=C/c1ccccc1F)=N\NC(=O)c1ccccc1
 : 2.8	-0.1	9.0	3.5	57.8	2.5	1.2	-35.9	-5.7	35.9
#48 O=C(O)c1cccc(C(=O)c2cccc3ccccc23)c1
 : -1.1	-0.8	-3.1	19.1	-12.1	-2.7	1.2	14.1	11.6	-14.1
